WRN helicase inh: blocks human WRN helicase; Q14191; Potency, µM (series often up to 114 µM), for inactives: at the highest dose activity change, negative = inhibition, most hits filed as inhibitors; WRN helicase unwinding, fluorescent forked duplex, kinetic; hit rate 0.46% among 360,000; note: potency is the fitted concentration of half-maximal effect; % is set by controls: 0 for no effect and ±100 for the full control effect; nearly all actives have a fitted effect of over 55% in size
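Primary qHTS, 1536-well format. 20 nM WRN + compound, 15 min RT; start with 100 nM forked fluorophore/quencher duplex, 2 mM ATP (final); kinetic read ex 525/em 598 nm.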
IL-2 act: IL-2 activation. IL-2 activation reporter assay, cell-based qHTS; stimulated with anti-CD3/CD4/CD28 beads; in transgenic mouse T cells. AID 652025. hit rate 0.065% among 360,000. activation, % (series mostly up to about 46 µM); in the data active = activation above about 50%; inconclusive = mostly about 30% to 49%; note: 0% is about no effect
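Unstimulated transgenic mouse T cells preincubated 60 min with compound, then stimulated with anti-CD3/anti-CD4-coated beads plus anti-CD28 for 18 h at 37 degrees C. IL-2 response read as EGFP and DsRed fluorescence by plate cytometry.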
EPAC1 antag: EPAC1 (human) antagonism | EPAC1 GEF assay, Rap1b-BODIPY-GDP exchange fluorescence | Potency, µM (titrated, usually from 115 µM), without a hit: top-dose activity change, negative = inhibition, usual class: inhibitors | hit rate 0.14% among 360,000;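 note: potency is the fitted concentration of half-maximal effect; plate controls were vehicle for no effect and positive control for full effect; nearly all actives have a fitted effect of over 50% in size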
PI5P4K alpha inh: inhibitors of human PI5P4K alpha; PI5P4Kalpha enzyme, ADP-Glo luminescence, 60 min; active compounds read low; P48426; AID 652105; max response, %; hit rate 1.2% among 330,000; active = max response of -50% or lower; inconclusive = between -30% and -50%; inactive = -30% or higher; note: value at the top dose of about 77 µM; % is set by controls: 0 for no effect and ±100 for the full control effect
Target sequence (P48426 whole entry, looked up): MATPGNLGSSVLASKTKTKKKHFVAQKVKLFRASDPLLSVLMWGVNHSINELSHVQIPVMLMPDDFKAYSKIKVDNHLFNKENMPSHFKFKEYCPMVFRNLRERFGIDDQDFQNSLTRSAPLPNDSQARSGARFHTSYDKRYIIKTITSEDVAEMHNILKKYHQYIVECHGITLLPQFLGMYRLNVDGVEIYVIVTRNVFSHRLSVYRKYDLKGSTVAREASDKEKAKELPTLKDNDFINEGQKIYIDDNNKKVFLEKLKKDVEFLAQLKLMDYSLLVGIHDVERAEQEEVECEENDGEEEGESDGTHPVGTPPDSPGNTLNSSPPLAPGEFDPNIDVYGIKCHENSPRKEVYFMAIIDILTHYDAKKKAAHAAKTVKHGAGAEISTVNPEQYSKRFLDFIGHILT
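ADP-Glo luminescence end-point read after a 60 min room-temperature kinase reaction of PI5P4Kalpha plus substrate, initiated with ATP at 5 microM final. Buffer: 0.038 M HEPES pH 7.4, EGTA, 0.1% CHAPS, 5% DMSO.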
PLK1 PBD block: inhibitors of human PLK1 polo-box domain binding; P53350; Plk1 PBD binding of FITC phosphopeptide, fluorescence polarization; Potency, µM, inactives show max response, negative = inhibition, hits mostly inhibitors; hit rate 2.8% among 360,000; note: potency is the fitted concentration of half-maximal effect; series mostly up to about 57 µM; % is set by controls: 0 for no effect and ±100 for the full control effect; nearly all actives have a fitted effect of over 65% in size
Target sequence (P53350 whole entry, looked up, the tested form may be a part): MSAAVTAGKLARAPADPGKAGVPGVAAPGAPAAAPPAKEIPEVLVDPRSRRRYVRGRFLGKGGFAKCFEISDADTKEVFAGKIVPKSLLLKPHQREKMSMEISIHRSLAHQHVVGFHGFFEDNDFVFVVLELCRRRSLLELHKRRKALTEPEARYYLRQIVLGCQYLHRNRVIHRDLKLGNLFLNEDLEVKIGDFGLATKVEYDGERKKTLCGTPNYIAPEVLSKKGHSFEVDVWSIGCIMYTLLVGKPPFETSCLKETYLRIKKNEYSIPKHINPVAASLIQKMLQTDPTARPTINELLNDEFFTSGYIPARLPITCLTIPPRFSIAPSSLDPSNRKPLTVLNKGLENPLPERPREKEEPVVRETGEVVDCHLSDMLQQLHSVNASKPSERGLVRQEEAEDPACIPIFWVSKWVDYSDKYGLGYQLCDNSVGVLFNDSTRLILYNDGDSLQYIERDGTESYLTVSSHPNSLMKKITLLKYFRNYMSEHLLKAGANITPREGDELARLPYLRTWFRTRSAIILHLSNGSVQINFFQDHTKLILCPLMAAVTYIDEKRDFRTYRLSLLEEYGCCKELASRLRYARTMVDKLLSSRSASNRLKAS
EPAC2 ag: agonists of human EPAC2 (RAPGEF4). Q8WZA2. Potency, µM (doses to about 154 µM), without a hit: at the highest dose activation, most hits filed as activators. hit rate 0.079% among 360,000. EPAC2 activation, biochemical qHTS; response scale: 100% = 6.5 mM cAMP response; note: potency is the fitted concentration of half-maximal effect; nearly all actives have a fitted effect of over 50% in size
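qHTS, titration series. 100 nM EPAC2 / 250 nM Rap1B-BODIPY-GDP / 50 uM GDP; RT; ex 480/em 540 nm, 5-min reads to 30 min. Norm. to 6.5 mM cAMP = activation.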
CCT chaperon mod: cytosolic chaperonin activity modulation. activity change, % (no concentration beside the values), hits read low. hit rate 0.3% among 360,000. purified chaperonin ATPase assay, HTRF ADP detection, 30 min; in the data active = activity change below about -30%; note: % is set by controls: 0 for no effect and ±100 for the full control effect
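Enzyme 40 or 20 nM (batch-dependent) in Tris pH 7.4/KCl/MgCl2/DTT; cpd 76 uM single point; ATP 10 uM; 30 min 37 °C; Transcreener ADP HTRF detection, 30 min RT; ratio 665/615.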
EPAC1 agonist: EPAC1 (human) agonism | O95398 | EPAC1 agonist qHTS, biochemical assay; response scale: 100% = response to 6.5 mM cAMP | Potency, µM (doses to about 154 µM), for the others: top-dose activation, actives largely listed as activators | hit rate 0.073% among 360,000 | AID 720707; note: potency is the fitted concentration of half-maximal effect; nearly all actives have a fitted effect of over 60% in size
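Multi-concentration qHTS readout: loss of Rap1B-bound BODIPY-GDP fluorescence driven by 100 nM EPAC1 with excess GDP (50 uM), monitored kinetically at room temperature; agonist response expressed relative to 6.5 mM cAMP.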
The depositor's hits bear a star; ? = inconclusive; / = no result given; [ ] = remark or other dose. Unless noted, calls come from the whole dose curve; as a rule, active = well fitted curve in the direction sought with a large enough effect; inconclusive = small, poorly fitted or top-dose-only effect, or another doubt; inactive = no such curve, though single readings can be large; an effect the other way counts as inactive or inconclusive. Not all compounds are listed; count on the stated rates, not on these rows.

no.	WRN helicase inh	IL-2 act	EPAC1 antag	PI5P4K alpha inh	PLK1 PBD block	EPAC2 ag	CCT chaperon mod	EPAC1 agonist	Structure
1	-6%	-4.0	-1%	2	-1%	0%	-1.8	-22%	Cc1cccc(N2CCN(C(=O)C3CCN(S(=O)(=O)c4cccnc4)CC3)CC2)c1C
2	-19%[57.1 µM]	0.4	3%	-6	-2%	1%	-0.5	-4%	Cc1c(C(=O)O)cccc1-c1ccc(C=O)o1
3	-23%	0.2	-2%	-12	?	-1%	-2.9	3%	CCCn1c(SCC(=O)Nc2cccc(C)n2)nnc1C(C)C
4	-12%	-2.8	-7%	-5	?	7%	1.4	-6%	CC1=[N+]([O-])C(C)(C)C(c2ccc(Br)cc2)=[N+]1[O-]
5	9%	-1.7	0%	3	-5%	3%	0.1	-9%	CCCn1c(CCNC(=O)c2cccs2)nc2ccccc21
6	-24%	-3.8	-30%	-2	-4%	0%	1.1	7%	Cc1ccc(S(=O)(=O)N2C[C@H]3n4c(=O)ccc(=O)n4C[C@H](OC(=O)NCC4CCCCC4)[C@@]3(O)C2)cc1
7	14%	1.3	6%	/	-9%	-6%	0.9	2%	Cn1c(SCc2ccc(F)cc2)nnc1-c1ccccn1
8	-14%	-2.4	?	-1	-18%	8%	2.2	-4%	COc1ccc(N(C(=O)c2ccncc2)S(=O)(=O)c2ccc(Cl)cc2)cc1
9	-4%	-2.2	-5%	0	-9%	-1%	6.3	10%	Cc1cccc(C(=O)NCC(c2ccc(F)cc2)N2CCOCC2)c1 (stereo not drawn)
10	-9%	-0.1	-3%	-7	2%	3%	-12	7%	COc1ccccc1NS(=O)(=O)c1cccc(C(=O)OCc2nc3ccccc3s2)c1
11	-11%	0.2	4%	-11	-2%	1%	2.6	-1%	O=c1cc(NCc2ccco2)c2ccccc2o1
12	-2%[11.6 µM]	-0.1	-14%	-4	?	8%	-0.3	9%	O=C(O)c1cc(NC(=O)c2ccc([N+](=O)[O-])cc2)cc(NC(=O)c2ccc([N+](=O)[O-])cc2)c1

no.	WRN helicase inh	IL-2 act	EPAC1 antag	PI5P4K alpha inh	PLK1 PBD block	EPAC2 ag	CCT chaperon mod	EPAC1 agonist	Structure
13	-7%	-6.1	22%	3	1%	-11%	-2.6	-19%	CCOc1ccc(CCNC(=O)COC(=O)c2ccc(S(=O)(=O)N3CCCC3)cc2)cc1OCC
14	2%	0.7	-5%	2	-12%	9%	-2.8	4%	CC(=O)Nc1ccc(S(=O)(=O)Nc2ccc(F)c([N+](=O)[O-])c2)cc1
15	2%	-0.7	0%	-3	-7%	-4%	-2.9	1%	CCOC(=O)c1cccc(NC(=O)C2CCCO2)c1 (stereo not drawn)
16	1%	1.9	10%	1	4%	4%	-0.3	1%	CC1(C)CC(=O)C=C(NCCN2CCN(C(=S)Nc3ccc(F)cc3)CC2)C1
17	-4%	4.8	2%	-1	?	7%	-1.2	0%	NC(=S)N/N=C/c1c[nH]c2ccccc12
18	4%	-3.4	19%	/	-5%	7%	2.0	0%	O=C1NCC(O)=C1C=NCCCO
19	-3%	0.5	-6%	1	-7%	-6%	1.6	-2%	CN(C)c1ccc(C(=O)C(O)c2ccccc2)cc1 (stereo not drawn)
20	?	1.6	31%	?	12µM*	6%	-0.2	-10%	CCOc1cc(C(c2c(O)nc(SC)[nH]c2=O)c2c(O)nc(SC)[nH]c2=O)ccc1O
21	-2%	-2.8	-12%	-5	-11%	22%	0.0	7%	N#CCSc1nc2ccccc2c(=O)n1CC1CCCC1
22	-17%	-2.6	11%	-1	-4%	-6%	1.2	1%	CC(Oc1ccc2ccccc2c1)C(=O)NNC(=O)Nc1ccccc1 (stereo not drawn)
23	-6%	-3.0	-16%	-5	1%	-1%	-3.7	-3%	CCCc1ccc(-c2cc(NC(=O)CSc3nnc(N)s3)n(-c3ccccc3)n2)cc1
24	6%	-3.3	5%	1	-13%	-5%	-2.7	6%	CC(NC(=O)OCc1ccccc1)C(=O)OCN1C(=O)c2ccccc2C1=O (stereo not drawn)

Quoted from the listing.
Entry of NC(=S)N/N=C/c1c[nH]c2ccccc12 under EPAC2 ag: 7%
Entry of CCOC(=O)c1cccc(NC(=O)C2CCCO2)c1 (stereo not drawn) under CCT chaperon mod: -2.9
Entry of CCCc1ccc(-c2cc(NC(=O)CSc3nnc(N)s3)n(-c3ccccc3)n2)cc1 under PLK1 PBD block: 1%
Entry of CCOc1cc(C(c2c(O)nc(SC)[nH]c2=O)c2c(O)nc(SC)[nH]c2=O)ccc1O under CCT chaperon mod: -0.2

Continuation:
no.	WRN helicase inh	IL-2 act	EPAC1 antag	PI5P4K alpha inh	PLK1 PBD block	EPAC2 ag	CCT chaperon mod	EPAC1 agonist	Structure
25	-4%	0.4	11%	6	0%	3%	0.3	2%	CC(=O)c1cc(C#N)c(Oc2ccc(F)cc2)nc1C
26	0%	0.3	-7%	3	1%	8%	-0.3	3%	CCc1nc2c(OCc3ccc(F)c(F)c3)cccn2c1N(C)C(=O)C1CC1
27	12%	0.5	7%	-5	5%	6%	1.8	-6%	COc1ccc(CNC(=O)c2ccc(Br)o2)cc1
28	-3%	-2.7	16%	0	2%	0%	2.1	-18%	O=C(Nc1ccc(Cl)cn1)C1CCCN(c2ncnc3c2nc2n3CCCCC2)C1 (stereo not drawn)
29	-1%	2.1	8%	0	-2%	0%	0.7	-4%	Cc1cc(C)n(C(=O)CNc2cccc(Cl)c2C)n1
30	5%	-1.1	7%	3	-3%	-7%	2.9	-1%	Cc1nn(-c2ccccc2)c2sc(C(=O)OCC(=O)N3CCCCC3)cc12
31	2%	-0.4	42%[activator]	-14	-7%	15%	0.6	-11%	NC(=O)c1cccnc1OCC(F)(F)F
32	0%	0.1	13%	-3	3%	2%	0.2	9%	COc1c2c(cc3ccc(=O)oc13)CCO2
33	-3%	0.0	20%	-7	-6%	5%	-1.9	-7%	CCCNC(=O)C1(C)CCCN(C(=O)c2oc3ccccc3c2C)C1 (stereo not drawn)
34	-7%	-2.2	20%	0	-2%	1%	1.8	10%	Cc1nc(-c2ccc([N+](=O)[O-])cc2)nc2[nH]ccc(=O)c12
35	7%	0.2	-2%	2	0%	2%	-0.5	0%	COc1cccc(CN(C)CC(=O)N2CCN(S(=O)(=O)c3ccccc3)CC2)c1
36	-27%	0.8	-12%	1	?	0%	-2.4	9%	Cc1ccccc1-c1nnn(Cc2ccc(-c3nn[nH]n3)cc2)n1

no.	WRN helicase inh	IL-2 act	EPAC1 antag	PI5P4K alpha inh	PLK1 PBD block	EPAC2 ag	CCT chaperon mod	EPAC1 agonist	Structure
37	-2%	-1.3	-6%	0	-7%	4%	-0.3	-7%	O=C(c1ccc(Br)o1)N1CCCc2ccccc21
38	-29%	0.0	-15%	-20	-6%	9%	-1.8	8%	Cc1nn(-c2ccccc2)c2c1C(=O)NC(=O)C(C)(C)C2
39	-3%	-0.9	-3%	-1	8%	-6%	-1.3	9%	Cc1cc2c3c([nH]c2cc1S(=O)(=O)NCCCOC(C)C)CC(C)(C)CC3=O
40	2%	0.6	2%	0	-4%	-2%	-1.4	-12%	C=CC[N+](C)(C)c1ccc(CCC(=O)CCc2ccc([N+](C)(C)CC=C)cc2)cc1
41	-3%	-5.0	3%	-3	-1%	2%	0.6	-10%	COc1ccc(S(=O)(=O)N2CCN(C(=O)COc3ccc4c(C)cc(=O)oc4c3)CC2)cc1
42	2%	-0.2	0%	0	-5%	9%	1.1	2%	COc1cccc(/C=C/C(=O)c2ccc3c(c2)OCO3)c1OC
43	-6%	0.0	-1%	0	-8%	7%	0.2	-2%	CCOC(=O)C1=C(COC(=O)/C=C/c2cc(Br)ccc2F)NC(=O)NC1C (stereo not drawn)
44	-11%	-0.6	?	10	-1%	12%	1.6	7%	COc1ccc(Nc2nc3cc(-c4ccccc4C)sc3c(=O)n2C)cc1OC
45	-30%	-3.6	?	-14	?	-8%	-1.9	1%	O=C1NC(=O)C(=Cc2ccc(Cl)cc2Cl)S1
46	-8%[57.1 µM]	-2.3	7%	5	3%	1%	-0.9	2%	CCOc1ccc(S(=O)(=O)N2CCC(C(=O)NCCc3ccc(OC)c(OC)c3)CC2)cc1
47	0%	-0.4	-10%	0	2%	1%	0.5	1%	CCC1=C(c2ccc(C)cc2)S(=O)(=O)N=C1N1CCC(C(=O)NCCCN2CCCCC2)CC1
48	?	1.3	?	-9	22%	4%	-0.5	-5%	COc1cc(/C=C2/SC(=S)N(c3c(C)n(C)n(-c4ccccc4)c3=O)C2=O)ccc1O

Gathered by group, the entries above with bromine
no.	WRN helicase inh	IL-2 act	EPAC1 antag	PI5P4K alpha inh	PLK1 PBD block	EPAC2 ag	CCT chaperon mod	EPAC1 agonist	Structure
4	-12%	-2.8	-7%	-5	?	7%	1.4	-6%	CC1=[N+]([O-])C(C)(C)C(c2ccc(Br)cc2)=[N+]1[O-]
27	12%	0.5	7%	-5	5%	6%	1.8	-6%	COc1ccc(CNC(=O)c2ccc(Br)o2)cc1
37	-2%	-1.3	-6%	0	-7%	4%	-0.3	-7%	O=C(c1ccc(Br)o1)N1CCCc2ccccc21
43	-6%	0.0	-1%	0	-8%	7%	0.2	-2%	CCOC(=O)C1=C(COC(=O)/C=C/c2cc(Br)ccc2F)NC(=O)NC1C (stereo not drawn)

Compound activity from PubChem.
